Pf apPOL inh: Pf-apPOL DNA polymerase inhibition; Recombinant Pf-apPOL, molecular beacon fluorescence, 1.5 h; inhibition, % at 10 µM; hit rate 0.25% among 210,000
mHTT CaM bind: mHTT-calmodulin interaction abrogation. inhibition, % at 15 µM. P42858. hit rate 3.6% among 190,000. AID 1671202. AlphaScreen His-mHTT/GST-CaM binding, luminescence;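 also: 0% = both proteins with DMSO and 100% = one protein alone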
Starred values were filed as active, the others as inactive; i = inactive; / = no result given; & = joins results of further samples; ! = not confirmed by another sample. Rule as the data show it: active = inhibition above about 50%; inactive = the rest.

SMILES | Pf apPOL inh | mHTT CaM bind
Cc1ccc(C(=O)N2C(C(=O)O)CSC2c2ccccc2Cl)cc1 (centres undefined) | -4 | 10
CC(C)(C)n1nc2c(c1NC(=O)c1cccc([N+](=O)[O-])c1)CSC2 | 6 | 67*
COc1ccccc1N1CCN(CCNC(=O)c2ccsc2)CC1 | -4 | -11
CCCn1cc2c3c(cccc31)CN(C(=O)Nc1cccc(C)c1)CC2 | -1 | 12
COc1cc2c(c(OC)c1OC)COC2=O | / | 1
CC(C)NC(=O)NC1C2CC3CC(C2)CC1C3 (centres undefined) | 0 | -2
Cc1ccc(C2C(=C(O)c3ccc(S(=O)(=O)N(C)C)cc3)C(=O)C(=O)N2CCN(C)C)cc1 (centres undefined) | 5 | -1
CC(C(=O)NCCN1CCOCC1)C1CCN(S(=O)(=O)c2ccc(Cl)s2)CC1 (centres undefined) | 0 | -7
CCNC(=O)C1Cc2ccc(OC)cc2N2CCN(c3ccc(OC)cc3)CC12 (centres undefined) | -3 | 17
CCOc1ccc(N=Cc2c(O)n(-c3ccccc3C)c(=O)c3ccccc23)cc1 | -4 | 26
Cc1cc(F)ccc1NC(=O)c1cnn2c1CCCC2 | -2 | -12
CCOc1ccc(C(=O)Nc2nc3ccc([N+](=O)[O-])cc3s2)cc1 | 2 | 1
CCCc1ccc(OCC(O)CN2CCN(c3ccccc3OC)CC2)cc1 (centres undefined) | -1 | 14
CS(=O)(=NC(=O)Nc1ccccc1)c1cccs1 (centres undefined) | -3 | /
O=C(O)Cc1ccc(NC(=O)Cc2cccs2)cc1 | 1 | -5
Cc1c(C(=O)Nc2nc(-c3ccc(Br)cc3)cs2)cccc1[N+](=O)[O-] | -4 | 5
COc1cc(C(=O)N2CCC(CC(=O)NC(C)C)CC2)cc(OC)c1OC | -3 | -5
O=C(NC1CCCCC1)N1CCC(OCc2nc(C3CC3)no2)CC1 | -5 | -5
Cc1ccc(S(=O)(=O)N2CCCC2c2nc(-c3cccc(Cl)c3)no2)cc1C (centres undefined) | -8 | -12
CN(C)C=CC=c1c(=O)c2cccc3cccc1c32 | -32 | /
Cc1ccc(Cl)cc1NC(=O)C1CCCC1 | -13 | -4
Cc1onc(-c2ccccc2)c1-c1ccnn1S(=O)(=O)c1ccc(Cl)cc1 | -24 | /
COc1ccc(C2=CC(c3cccc(OC)c3OC)n3nnnc3N2)cc1 (centres undefined) | -5 | 2
Cc1ccc(NC(=O)C(=O)NCc2ccco2)cc1Cl | -7 | -7
CC(=O)c1ccc(NC(=O)Nc2cccc(Cl)c2)cc1 | -9 | -18
Cc1ncc(CO)c2cc(C(=O)Nc3cccc(Cl)c3Cl)c(=N)oc12 | -1 | 1
Cc1scc(CO)c1C | / | -2
Cc1[nH]c2c(C(=O)NC(C)c3ccccc3)c(C)sc2c1C (centres undefined) | 0 | 25
COc1cc(OC)cc(-n2nc(C(=O)Nc3ccc4c(c3)OCCO4)c3ccccc3c2=O)c1 | -1 | -4
Cc1nc(C(F)(F)F)ccc1C(=O)N1CCN(Cc2c(F)cccc2Cl)CC1 | -7 | /
CCn1nnnc1-c1ccc(OC)c(S(=O)(=O)Nc2ccc(OC)c(Cl)c2)c1 | 2 | 6
N#CC1C=Cc2ccccc2N1C(=O)c1ccccc1 (centres undefined) | 2 | /
CCOc1ccccc1NC(=O)c1nn(-c2ccc(OC)cc2)c(=O)c2ccccc12 | -7 | -10
CCCCn1c(-c2ccc(N)cc2)nc2ccccc21 | 1 | 13
COc1ccc(OC)c(C2C(C(=O)Nc3ccccn3)=C(C)NC3=C2C(=O)CCC3)c1 (centres undefined) | 1 | 4
CCOC(=O)c1ccc2[nH]cc(C(=O)OCC)c(=O)c2c1 | 0 | -2
COc1ccc(S(=O)(=O)CCC(=O)Nc2cccc(-c3nc4ccccc4o3)c2)cc1 | -5 | 7
CC1(c2ccc(Cl)cc2)CC(C)(C)N(C(=O)CSc2ncn[nH]2)c2ccccc21 (centres undefined) | -1 | 33
COc1c(Br)cc(Br)cc1/C=N/Nc1nncn1N | / | i
CCOc1ccc(NC(=O)N2CCn3cccc3C2C)cc1 (centres undefined) | -2 | 3

In the list so far, these contain a thiophene ring, fused or not:
SMILES | Pf apPOL inh | mHTT CaM bind
COc1ccccc1N1CCN(CCNC(=O)c2ccsc2)CC1 | -4 | -11
CC(C(=O)NCCN1CCOCC1)C1CCN(S(=O)(=O)c2ccc(Cl)s2)CC1 (centres undefined) | 0 | -7
CS(=O)(=NC(=O)Nc1ccccc1)c1cccs1 (centres undefined) | -3 | /
O=C(O)Cc1ccc(NC(=O)Cc2cccs2)cc1 | 1 | -5
Cc1scc(CO)c1C | / | -2
Cc1[nH]c2c(C(=O)NC(C)c3ccccc3)c(C)sc2c1C (centres undefined) | 0 | 25

Carrying on.
SMILES | Pf apPOL inh | mHTT CaM bind
CC(C)C(=O)Nc1ccc(NC(=O)c2ccc(C(C)C)cc2)cc1 | -3 | 2
O=C(Nc1cc(C(F)(F)F)ccc1N1CCc2ccccc2C1)c1ccccc1 | 0 | /
O=C(NCCc1ccccc1)c1ccccc1Br | 0 | 0
COc1cccc(C(=O)NCc2cccnc2-c2cccc(C)c2)c1 | 3 | -1
CC1(C(=O)NCc2ccc(F)cc2)CCCN(S(=O)(=O)c2ccc(F)cc2F)C1 (centres undefined) | -3 | 6
COc1ccc(CCNS(=O)(=O)c2ccccc2F)cc1OC | -6 | -3
CCn1ccc(C(=O)N2CCc3[nH]nc(-c4ccccc4)c3C2)n1 | -8 | 12
CC(=O)NC(=O)c1cc2ccccc2oc1=Nc1ccc(F)cc1 | 0 | 0
C1CCC2OCCOCCOC3CCCCC3OCCOCCOC2C1 (centres undefined) | -6 | 0
Cc1ccc(Sc2nccnc2N2CCCC(C(=O)NCc3ccccn3)C2)cc1 (centres undefined) | -3 | 4
Cc1ccccc1Nc1c([N+](=O)[O-])ccc2c1=NC1(CCCCC1)N=2 | -2 | 9
N#Cc1c(N)nc2c(c1-c1ccccc1Cl)CCCCC2 | -1 | 1
O=C(Nc1ccc(F)cc1)C1CCN(S(=O)(=O)c2ccc(Br)s2)CC1 | 2 | 6
COc1ccc2oc(=O)c(-c3nnc(Nc4ccc(F)cc4F)s3)cc2c1 | -9 | -5
CCn1c(C(O)c2ccc(C(C)C)cc2)nc2ccccc21 (centres undefined) | 5 | 11
CCCN1CCN(C(=O)C2CCN(c3nc4ccc(-c5ccccc5)nc4s3)CC2)CC1 | -7 | 10
CC(C)(C)OC(=O)N1CCC(CO)CC1 | -7 | -3
Cc1[nH]nc(SCC(=O)Nc2c(F)cc(F)cc2Br)c1[N+](=O)[O-] | -4 | -1
O=C(NCc1cccnc1)c1nc2ccccn2c1-c1ccc(F)cc1 | -1 | 5
CC1=NN(C(=O)Cc2ccc([N+](=O)[O-])cc2)C(C)(O)C1 (centres undefined) | 2 | 5
CCCCNC(=O)c1nn(-c2ccc(OC)cc2OC)c(=O)c2ccccc12 | 7 | -10
Cc1ccc(NC(=O)Cn2ccc3oc(C)cc3c2=O)c(C)c1 | -2 | -5
Cc1cc(C)nc(-n2ncc3c2CCCC3=O)n1 | 1 | -6
O=C(NCCN1CCOCC1)C1CC(=O)N(c2ccc(F)c(Cl)c2)C1 (centres undefined) | 2 | -3
CCc1cccc(NC(=O)Cn2ccc3ccn(C)c3c2=O)c1 | 0 | 2
Cn1nc(C(=O)Nc2ccc(OC(F)(F)F)cc2)ccc1=O | -123 | -7
CCOc1ccc(S(=O)(=O)N2CCSC2c2ccccc2OC)cc1 (centres undefined) | 3 | -6
Cc1nc(N2CCOCC2)nc(NC2CCCCC2)c1[N+](=O)[O-] | -5 | -2
O=C(Nc1cccnc1)c1cccc([N+](=O)[O-])c1 | -1 | -4
CCOC(=O)COc1ccc2c(=O)c(-c3ccc(OC)c(OC)c3)c(C)oc2c1 | -5 | 11
CCN(CC)C(=O)Oc1ccc2c(c1)OC(=Cc1cc(OC)c(OC)cc1OC)C2=O | -8 | -4
O=C(Nc1ccc(C(F)(F)F)cc1)c1cc2c(=O)oc3ccccc3c2s1 | -3 | -1
Cc1nc(-c2ccncc2)nc2c1CC(=O)N2C1CCCC1 | -8 | 5
CCOCN(C(=O)Cn1c(CC)nc2ccccc21)c1c(C)cccc1CC | 0 | 37
COc1ccccc1-c1ccc(N2CCN(C(=O)NC3CCCCC3)CC2)nn1 | -7 | -5
COc1ccc(CNN)c(OC)c1 | 1 | 1
COc1cccc(C=C2Oc3cc(OC(=O)c4cc(OC)c(OC)c(OC)c4)ccc3C2=O)c1OC | -4 | 0
O=C(CCc1ccccc1)Nc1ccc2ncnc(N3CCCCC3)c2c1 | -5 | 36
CN(C)CCNC(=O)c1cccc(-c2nc(-c3ccccc3)no2)c1 | -3 | -2
CC12CCC(CC1=NOC(=O)c1ccc(Cl)c([N+](=O)[O-])c1)C2(C)C (centres undefined) | -2 | -2
CCSc1nnc(NC(=O)C2CCC(CNS(=O)(=O)CC)CC2)s1 (centres undefined) | -5 | -9
CC(C)(C)C(=O)N1CCCC(c2ccnc(Nc3cccc(F)c3)n2)C1 (centres undefined) | -3 | 78*
COc1ccc(NC(=O)c2cnn3c(C(F)(F)F)cc(-c4ccc(C)cc4)nc23)cc1 | -12 | 5
COc1ccc(NS(=O)(=O)c2cccc(C(F)(F)F)c2)cc1 | 1 | -12
Cc1cc(=O)n(CC(=O)Nc2ccccc2)c(N2CCCCC2)n1 | -2 | -15
Cc1ccccc1N=Cc1ccc([N+](=O)[O-])cc1[N+](=O)[O-] | 11 | 32
Cc1cccc(NC(=O)N2CCCC2c2nc(-c3cccc(C)c3)no2)c1 (centres undefined) | -3 | -7
COc1ccc(NS(C)(=O)=O)cc1OC | -2 | -3
O=C(c1ccc(Cl)s1)N1CC2CC1CC2NS(=O)(=O)c1cccs1 (centres undefined) | 0 | -3
Cc1ccc(C(=O)Nc2ccc3c(c2)Sc2ncccc2C(=O)N3C)cc1 | -12 | 10
CCN(CC)C(=O)c1c[nH]c2ccc(S(=O)(=O)N3CCc4ccccc43)cc2c1=O | -10 | 9
Cc1ccc(C(=O)N2CCc3ccccc3C2)c(Cl)c1 | 8 | 3
COc1ccccc1/C=C/C=C1\N=C(c2ccc([N+](=O)[O-])cc2)OC1=O | -1 | 19
COc1cccc(-n2nc(C(=O)N3CCCC3)c3ccccc3c2=O)c1 | -3 | -5
O=C(O)CC1CCCc2ccccc2C1O (centres undefined) | -1 | /
Cc1cc2n(n1)CCCN2C(=O)CCC(=O)N1CCc2ccccc21 | 1 | -3
CC(=O)OCC(OC(C)=O)C(OC(C)=O)C(OC(C)=O)C(OC(C)=O)C(=O)O (centres undefined) | 3 | /
Cc1c(C)c2c(C)nn(-c3ccccc3)c2[nH]c1=O | -2 | -10
O=C(O)c1cccc(Nc2nc(-c3ccc(Cl)cc3Cl)nc3ccccc23)c1 | -8 | 0
CC(=O)C1=C(C)Nc2sc(C(=O)c3ccc(Br)cc3)c(N)c2C1c1cccnc1 (centres undefined) | -7 | 22

Compounds above containing an aryl thioether with sulfur outside any ring (4):
SMILES | Pf apPOL inh | mHTT CaM bind
CC1(c2ccc(Cl)cc2)CC(C)(C)N(C(=O)CSc2ncn[nH]2)c2ccccc21 (centres undefined) | -1 | 33
Cc1ccc(Sc2nccnc2N2CCCC(C(=O)NCc3ccccn3)C2)cc1 (centres undefined) | -3 | 4
Cc1[nH]nc(SCC(=O)Nc2c(F)cc(F)cc2Br)c1[N+](=O)[O-] | -4 | -1
CCSc1nnc(NC(=O)C2CCC(CNS(=O)(=O)CC)CC2)s1 (centres undefined) | -5 | -9

The listing continues:
SMILES | Pf apPOL inh | mHTT CaM bind
Cc1cc2c(cc1C)NC(CC(=O)Nc1ccccc1OC(F)F)C(=O)N2 (centres undefined) | 5&0 | 50*!
Cc1cc(C)c(NC(=O)Cc2ccccc2[N+](=O)[O-])c(C)c1 | 0 | 1
O=C(C1CCN(c2cncnc2N2CCCC2)CC1)N1CCN(c2ccccc2F)CC1 | -10 | 12
CCCCCCCCOc1ccc(-c2ccc(Br)cc2)cc1 | 5 | /
COCCn1cc2c3c(cccc31)CN(C(=O)Nc1ccc(F)cc1)CC2 | -1 | -3
CC(=O)c1cc2c(cc1N)OCCO2 | -8 | 2
COc1ccc(-c2nc3cc(C)ccc3o2)cc1N | 6&-4 | 34&16
Cc1csc(-c2ccc(N3CCN(C(=O)c4nccc5ccccc45)CC3)nc2)n1 | 0 | 0
CCNc1cc(N2CCCC(CCC(=O)NCCC(C)C)C2)ncn1 (centres undefined) | -5 | 3
CCc1ccc(OCC(=O)O/N=C(\N)c2ccncc2)c(Br)c1 | 4 | i
COc1ccc(-n2nc3c(c2NC(=O)CCC2CCCCC2)CS(=O)(=O)C3)cc1 | -7 | 3
O=Cc1ccc(Oc2ccc([N+](=O)[O-])cn2)cc1 | -12 | 14
COc1cccc(CNC2CCN(c3ccc(C(=O)NC4CC4)cn3)C2)c1 (centres undefined) | -5 | -1
Cc1ccc(SCCN2CCN(CC(C)C)CCC2=O)cc1 | -8 | 3
COc1cccc2sc(N(Cc3ccccn3)C(=O)c3ccc(F)cc3F)nc12 | 1 | -3
Cc1cc(=O)n2c([nH]c3ccccc32)c1C(=O)O | -8 | 5
CC1=C(C(=O)Nc2cccc(C(F)(F)F)c2)C(c2cccs2)C2=C(CCCC2=O)N1 (centres undefined) | -2 | 22
O=C(CCC(=O)N1CCN(C(=O)C2CC2c2cccs2)CC1)c1ccccc1 (centres undefined) | 1 | -4
O=C1Nc2ccccc2SC1C(C(=O)O)c1ccccc1 (centres undefined) | 1 | /
CS(=O)(=O)c1ccc2nc(NC(=O)c3cncc(Br)c3)sc2c1 | -2 | -5
CC1(C#N)Cn2nc([N+](=O)[O-])nc2O1 (centres undefined) | -1 | -3
Nc1cc(=O)nc(SCc2nc3ccccc3[nH]2)n1-c1ccccc1 | -2 | 0
